Screening data (PubChem BioAssay)
RGS12 GoLoco inh: RGS12 GoLoco-Gai1 interaction inhibition | P63096 | Gai1:RGS12 GoLoco peptide FP, rhodamine, 10 min | Potency, µM (doses to about 61.6 µM), inactives show top-dose activity, negative = inhibition, most hits filed as inhibitors | actives 0.44% (n = 230,000); active = well fitted inhibition curve with a large enough effect, not every such curve was filed as active; inactive = no such curve, though single readings can be large or run the other way; also: % is scaled to controls: 0 for no effect and ±100 for the full control effect; nearly all actives have a fitted effect of over 30% in size; many of its hits are not listed in these tables
Target sequence (P63096 whole entry, looked up): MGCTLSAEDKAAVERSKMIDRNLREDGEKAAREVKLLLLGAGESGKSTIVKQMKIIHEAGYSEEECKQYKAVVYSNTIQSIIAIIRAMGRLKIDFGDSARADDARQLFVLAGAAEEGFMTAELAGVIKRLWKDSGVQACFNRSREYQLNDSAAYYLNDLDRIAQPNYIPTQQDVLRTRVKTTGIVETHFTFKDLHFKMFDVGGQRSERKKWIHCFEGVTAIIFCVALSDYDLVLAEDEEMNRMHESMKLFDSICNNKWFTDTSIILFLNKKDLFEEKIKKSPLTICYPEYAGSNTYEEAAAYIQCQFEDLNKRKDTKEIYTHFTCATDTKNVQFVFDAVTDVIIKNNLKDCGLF
IMPase Li cell: cell-permeable IMPase inhibitors with lithium potentiation; AID 1457; CHO-M1 cells, IP1 TR-FRET (IP-One), carbachol + lithium; Potency, µM (top dose mostly 59.4 µM), for the others: top-dose activity, negative = IMPase inhibition, hits mostly inhibitors; actives 0.35% (n = 210,000);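 also: IP1 builds up when IMPase is blocked and the TR-FRET signal falls; plate controls were basal vehicle for no effect and high inhibitor control for full effect; nearly all actives have a fitted effect of over 50% in size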
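CHO-M1, 2000 cells/well, 16–30 h culture; cpd + low Li+, 30 min 37C; lysis with d2-IP1/Eu-anti-IP1 Ab, 10 min RT; TR-FRET 665/620 ratio and 620 channel; AC50 via Hill.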
HttQ103 aggreg: mutant huntingtin aggregation inhibition; AID 1688; Potency, µM (series often up to 46.1 µM), for the others: top-dose activity change, negative = inhibition, actives largely listed as inhibitors; actives 1.1% (n = 220,000); PC12 HttQ103-GFP aggregates, Acumen cytometry, 40 h; also: % is scaled to controls: 0 for no effect and ±100 for the full control effect; nearly all actives have a fitted effect of over 60% in size
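Multiplexed with ATP-based cell death, this channel scores GFP aggregates in PC12 cells expressing inducible HTTex1-Q103-GFP. Induction used 100 nM tebufenozide; compounds were tested in concentration series.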
GAA glycogen: alters human alpha-glucosidase cleavage of glycogen; AID 2100; Potency, µM (highest dose often 76.4 µM), for inactives: at the top dose activity change, negative = inhibition, hits mostly inhibitors; P10253; recombinant GAA, glycogen substrate, Amplex Red glucose oxidase fluorescence; actives 0.38% (n = 300,000);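 also: 0% = full enzyme reaction and -100% = no-enzyme basal signal; the screen sought inhibitors and activators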
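Recombinant human alpha-glucosidase (4 nM final) hydrolysed bovine liver glycogen (30 ug) for 40 min at 37 C in pH 5.0 citrate/phosphate with 0.01% Tween-20. Released glucose detected by glucose oxidase/Amplex Red, Ex 573/Em 610 nm. Compounds up to 77 uM; AC50 from Hill fits.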
GAA inh: blocks human lysosomal alpha-glucosidase | P10253 | purified human GAA, 4-MU-alpha-glucoside fluorescence | Potency, µM (series often up to 76.9 µM), without a hit: at the highest dose activity change, negative = inhibition, most hits filed as inhibitors | actives 0.005% (n = 200,000) | AID 1466;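 also: plate controls were uninhibited enzyme wells for no effect and no-enzyme background for full effect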
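Fluorogenic assay: 4 nM human alpha-glucosidase with 400 uM 4-methylumbelliferyl-alpha-D-pyranoside in 50 mM citrate/phosphate, 0.005% Tween-20, pH 5.0, 20 min at room temperature. Compounds tested up to 77 uM; AC50 from Hill fits.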
HTT ATP protect: cytoprotection in Huntington HTT-Q103 PC12 cell model. PC12 HTT-Q103 induced, cytoprotection, ATP luminescence, 40 h. Potency, µM (top dose mostly 56.4 µM), inactives show cytoprotection (ATP increase), usual class: activators. actives 0.14% (n = 230,000). AID 1471;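 also: % of control where 0% means no effect; nearly all actives have a fitted effect of over 45% in size; toxic huntingtin expression switched on by the ecdysone agonist tebufenozide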
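Quantitative HTS on tebufenozide-induced (100 nM) PC12 cells expressing HTTQ103 exon 1–GFP; compounds tested as a concentration series; survival measured via cellular ATP.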
aGlu spleen mod: inhibitors or activators of human alpha-glucosidase in spleen homogenate; Potency, µM (titrated, usually from 79.9 µM), for the others: top-dose activity change, negative = inhibition, actives largely listed as inhibitors; actives 0.006% (n = 240,000); P10253; human spleen homogenate, 4-MU-alpha-glucoside fluorescence; AID 2112;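 also: 0% = enzyme with vehicle and -100% = no enzyme basal signal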
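Human spleen homogenate (1 ug) incubated with compounds and 1 mM 4-methylumbelliferyl-alpha-D-glucopyranoside in pH 5.0 citrate/phosphate buffer, 37 C, 40 min. Stopped at pH 10; 4-MU fluorescence (Ex 365/Em 440 nm); AC50 by Hill fit.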
Active calls of the source: *; u = inconclusive; x = not tested or not shown; & = joins results of further samples; [ ] = another dose, or the depositor's remark. Unless noted, calls follow the shape of the dose curve; as a rule, active = well fitted curve in the direction sought with a large enough effect; inconclusive = small, poorly fitted or top-dose-only effect, or another doubt; inactive = no such curve, though single readings can be large; an effect the other way counts as inactive or inconclusive. Potency is read from the fitted curve at half-maximal effect.

SMILES	RGS12 GoLoco inh	IMPase Li cell	HttQ103 aggreg	GAA glycogen	GAA inh	HTT ATP protect	aGlu spleen mod
N#CCCn1nc(-c2ccc([N+](=O)[O-])cc2)cc1Nc1ccccc1NC(=O)C(F)(F)F	0%	9%	-11%	u	-4%	13%[10 µM]	-1%
Cc1cc(C)cc(Oc2coc3cc(OC(=O)c4cccnc4)ccc3c2=O)c1	8%	-12%	5%	-2%	2%	-3%[10 µM]	4%
O=C(Nc1nccs1)c1cc2sccc2n1Cc1ccc(F)cc1	5%	u	-16%	-2%	-7%	-5%[10 µM]	8%
COc1cc(/C=C2\Oc3cc(O)ccc3C2=O)ccc1O	90%[activator]	x	-17%[9.22 µM]	u	x	-15%[10 µM]	-1%
Cc1ccc(/C=C/C(=O)O)cc1S(=O)(=O)NCc1ccco1	7%	-6%	15%[9.22 µM]	-5%	-9%	-31%[10 µM]	-1%
Cc1ccnc(NC(=O)CCC(=O)N(CC(=O)NCCc2ccccc2)Cc2cccs2)c1	11%	6%	12%[9.22 µM]	13%	9%	-3%[10 µM]	-3%
CCCc1cc(C(=O)Cc2ccc(C(=O)OCC)o2)c(O)cc1O	252%[activator]	26%[38.3 µM]	2%	-19%	-9%	3%	-19%
O=C(Cn1cc2c(n1)CCCC2)NC1CCN(Cc2ccccc2)CC1	5%	-5%[38.3 µM]	12%	6%	-4%[15.4 µM]	6%	-2%
CCc1ccc(C(=O)CN2C(=O)NC(C)(c3ccc(C)cc3)C2=O)cc1 (stereo not drawn)	53%[activator]	2%	-13%	-1%	-5%	-50%[inhibitor]	8%
O=C(NCc1ccccc1)c1ccc2c(=O)n(CCCN3CCCC3=O)c(=S)[nH]c2c1	4%	-9%[38.3 µM]	0%	-2%	-2%	7%	3%
CC(=O)NCc1ccc(C(=O)CCl)cc1	1%	9%	3%	-4%	-2%	23%	3%
CCOC(=O)N1CCN(Cc2nc(N)nc(Nc3ccc(C)cc3C)n2)CC1	6%	5%	x	13%	1%	x	-3%
COc1ccc(/C(O)=C/Sc2nnc(Cc3ccccc3)o2)cc1	12%	34%[38.3 µM]	u	-3%	-11%	-3%	0%
COc1ccc(C2C(C(C)=O)=C(C)N=c3s/c(=C\c4cc(C)n(C)c4C)c(=O)n32)c(OC)c1 (stereo not drawn)	143%[activator]	-10%[38.3 µM]	u	-10%	u	9%	-18%
COc1cc2c(cc1OC)C1C/C(=N\O)C(CC(C)C)CN1CC2 (stereo not drawn)	-2%	-2%[38.3 µM]	15%	-1%	-10%	-15%	3%
COc1ccc(S(=O)(=O)N2CCCN(CC(=O)Nc3ccc4c(c3)OCO4)CC2)cc1	-9%	10%[38.3 µM]	7%	3%	-4%	-16%	-16%
c1ccc(N2CCN(Cc3nnnn3C3CCCCC3)CC2)cc1	-3%	4%[38.3 µM]	10%	-15%	3%	-11%[10 µM]	1%
CCC(C)NC(=O)CSc1c2c(nc3ccccc13)CCCC2 (stereo not drawn)	1%	1%	u	-10%	0%	13%[1.9 µM]	11%
Cc1cc(C)c2oc(=O)cc(CN3CCN(Cc4ccc5c(c4)OCO5)CC3)c2c1	0%	-2%[38.3 µM]	1%	1%	-5%	0%[0.074 µM]	-10%
CC(=O)NC(CCCN1C(=O)c2ccccc2C1=O)c1nnn(C)n1 (stereo not drawn)	-10%	0%	-7%	2%	0%	-17%[10 µM]	-12%
O=C(/C=C/c1ccco1)NC1CCCC1	-1%	0%	13%	4%	-5%	-48%[inhibitor]	8%
CC[N+]1(CC)CC2CCC(C)(C1)C2(C)C (stereo not drawn)	-1%	-3%	-20%	-1%	1%	-16%	3%
CCOc1ccc(N2C(=O)CC(S/C(N)=N/N=C/c3cccs3)C2=O)cc1 (stereo not drawn)	0%	-5%	2%	10%	-8%	-2%[10 µM]	-1%
NC(=S)N/N=C/c1cc([N+](=O)[O-])ccc1Cl	5%	2%	u	5%	3%	u	5%
CCOC(=O)C1C(=O)OC2(CCCCC2)C1C(=O)OCC (stereo not drawn)	2%	17%[38.3 µM]	5%	1%	-7%	8%	-3%
CCCCn1c(=O)[nH]c(=O)c2c(C(=O)OCC)cc(-c3ccc(OC(F)F)cc3)nc21	25%	u	u	-6%	-1%	-49%[inhibitor][10 µM]	4%
Cc1cccc(NCCC#N)c1	5%	-10%	18%	13%	-9%	-3%[10 µM]	0%
CCOC(=O)c1ccc(NC(=O)COc2cc3oc(=O)c(CC(C)O)c(C)c3cc2Cl)cc1 (stereo not drawn)	3%	x	7%[9.22 µM]	6%	x	4%[10 µM]	1%
Cc1cccc(N(CC(=O)N2CCCC2)S(=O)(=O)c2ccccc2)c1C	3%	-5%[38.3 µM]	1%	-6%	-2%	-6%	-6%
Cc1cccc2cc(CN(CCN(C)C)C(=S)NCc3ccco3)c(=O)[nH]c12	6%	6%	6%	5%	-2%	-9%[10 µM]	-5%
CC(=O)NNC(=O)CC(=O)Nc1nc(C23CC4CC(CC(C4)C2)C3)cs1	6%	-3%	11%	-4%	-3%	13%[0.074 µM]	-16%
CCCc1ccc(C(=O)NC(=O)c2ccccc2O)cc1	9%	x	-20%[9.22 µM]	-2%	x	1%[10 µM]	2%
CCOC(=O)C(C)On1c(-c2ccccc2)nc2ccc([N+](=O)[O-])cc21 (stereo not drawn)	3%	3%[38.3 µM]	1%	-8%	-5%	3%	-2%
Cc1ccc(NS(=O)(=O)c2cccc(C(=O)O)c2)c(C)c1	7%	6%[38.3 µM]	4%	-7%	-6%	-1%	7%
CN(C)/C=N/c1cc(=O)n(C)c(=O)n1Cc1ccccc1	4%&-3%	-11%&7%	19%	5%	-5%	-40%[inhibitor]	-1%&-1%
C=CCNC(=O)CN1CCC(n2c(C)nc3cc(C(F)(F)F)ccc32)CC1	13%	22%[38.3 µM]	-9%	-21%	-13%	-9%	1%
Cc1ccc(CNc2nc(Cl)c(C#N)s2)cc1	-1%	5%	-10%	-3%	-12%	-28%	-1%
CC(CN1CCCCC1)NC(=O)c1cc(-c2ccccn2)nc2ccc(Cl)cc12 (stereo not drawn)	28%	8%	6%	-1%	2%	-5%[10 µM]	-1%
CC(=O)OC1=C(C#N)Cn2ccc3cccc1c32	1%	2%[38.3 µM]	2%	-4%	1%	-16%	-8%
COc1ccc2[nH]cc(S(=O)(=O)c3ccc(C)cc3)c2c1	3%	-4%	-10%	-2%	-11%	7%	-3%
O=C(Cc1ccc2c(c1)OCCO2)N1CCN(S(=O)(=O)c2cccc(Cl)c2Cl)CC1	-20%	6%	-1%	-16%	u	x	-20%
Cc1ccccc1-c1nsc(SCC(=O)Nc2ccc3c(c2)OCO3)n1	-2%	-25%	-5%	5%	-2%	3%[10 µM]	-4%
COc1ccc(/C=N/c2c(-c3ccc(OC)cc3)nc3n2CCS3)cc1	6%	38%[activator]	-1%	u	-1%	20%[10 µM]	-8%
Cn1cccc1C(=O)N1CCC2(CCN(Cc3nccs3)CC2)CC1	28%	23%	x	x	x	8%	-9%
CCC(C)NC(=O)c1ccc(-n2c(=S)[nH]c3ccccc3c2=O)cc1 (stereo not drawn)	3%	-8%	24%	-4%	0%	x	-14%
COc1ccc(Cl)cc1-c1nc(SCC(=O)NC(C)(C)C)n[nH]1	-6%	25%	-6%	4%	u	-25%	x
OCCNCC12CC3CC(CC(C3)C1)C2	-13%	2%	x	10%	14%	x	-1%
Cc1cc(-c2cc(C(=O)NCc3ccccc3)on2)nc(NCC2CC2)n1	6%	x	-10%[9.22 µM]	3%	x	9%[10 µM]	1%
C=CCNC(=O)NS(=O)(=O)c1ccc(C)cc1	4%	1%[38.3 µM]	-12%	7%	9%	-16%[0.074 µM]	-6%
Cc1oc(-c2ccccc2)cc1C(=O)Nc1ccccc1	1%	25%[38.3 µM]	-5%	-2%	-3%	-3%	0%
S=C(c1ccc(N2CCCC2)c(Br)c1)N1CCCCC1	22%	10%	-30%	-11%	7%	-16%	-2%
Nc1nnc(-c2ccc(Cl)c(Cl)c2)s1	1%	-2%	-16%	0%	-6%	-15%[10 µM]	0%
COc1cc(C(=O)Nc2nccs2)c(Br)c(OC)c1OC	8%	0%[38.3 µM]	-19%	5%	4%	-1%	-14%
CCOc1ccc(CCNC(=O)c2cc3sccc3n2C)cc1OCC	3%	17%[38.3 µM]	2%	-2%	-3%	8%[10 µM]	1%
COc1ccc(/C=N/NC(=O)c2nc(Cl)c(Cl)c(N)c2Cl)cc1COc1ccc(F)cc1F	-1%	0%[38.3 µM]	-4%	5%	u	-34%	-16%
COCc1cc(=O)n2c([nH]c3ccccc32)c1C#N	0%	-2%[38.3 µM]	-8%	1%	u	-31%	u
Cc1cc(NS(=O)(=O)c2ccc(NC(=O)Cc3cccs3)cc2)no1	1%	-5%[38.3 µM]	14%	0%	9%	-4%	-6%
Cc1cc(C)c(N(C(=O)CN2C(=O)c3ccccc3S2(=O)=O)C(C(=O)NCC2CCCO2)c2ccc(F)cc2)c(C)c1 (stereo not drawn)	1%	-2%	-9%	-13%	u	14%[10 µM]	-10%
Cc1nn(C)cc1NC(=O)CCSc1nc(-c2ccco2)cc(C(F)(F)F)n1	-3%	7%[38.3 µM]	-8%	2%	u	5%[10 µM]	1%
Cc1ccc(OCC(=O)NNC(=O)C2CCN(c3nc(C)cc(C)n3)CC2)cc1	3%	-7%[38.3 µM]	26%	3%	-5%	-3%	-8%
CCN(CC)C(=O)C12CC3CC(CC(Cl)(C3)C1)C2	3%	3%	-13%	7%	u	-38%[10 µM]	-2%
Cc1cc(C(=O)COC(=O)Cn2c(C(F)(F)F)nc3ccccc32)c(C)n1Cc1ccco1	6%	14%[38.3 µM]	1%	12%	-5%	2%[10 µM]	0%

3 entries from above, ordered by length of the SMILES, falling.
SMILES	RGS12 GoLoco inh	IMPase Li cell	HttQ103 aggreg	GAA glycogen	GAA inh	HTT ATP protect	aGlu spleen mod
C=CCNC(=O)CN1CCC(n2c(C)nc3cc(C(F)(F)F)ccc32)CC1	13%	22%[38.3 µM]	-9%	-21%	-13%	-9%	1%
O=C(Cn1cc2c(n1)CCCC2)NC1CCN(Cc2ccccc2)CC1	5%	-5%[38.3 µM]	12%	6%	-4%[15.4 µM]	6%	-2%
CCCc1cc(C(=O)Cc2ccc(C(=O)OCC)o2)c(O)cc1O	252%[activator]	26%[38.3 µM]	2%	-19%	-9%	3%	-19%

These rows are one share of the data; count on the stated rates, not on these rows.
